# Screening results as filed in PubChem.
# VHR inh abs – inhibitors of human VHR1 phosphatase (DUSP3); P51452; recombinant VHR phosphatase, pNPP absorbance; inhibition, % at 13.3 µM; 290,000 tested, 0.52% active; in the data active = inhibition above about 50%; note: some compounds called inactive have numbers as strong as hits
# Rv3671c inh – inhibitors of M. tuberculosis serine protease Rv3671c; inhibition, % at 5.96 µM; 320,000 tested, 0.048% active; in the data active = inhibition above about 38%;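 note: extracellular domain of Rv3671c used as enzyme; 0% = enzyme with DMSO and 100% = no enzyme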
# MazF activator – MazEF (E. coli) toxin RNase activation; P0AE70; FAM/BHQ RNA-DNA oligo cleavage fluorescence, 5 h; activation, % at 20 µM; 350,000 tested, 0.32% active; in the data active = activation above about 50%
# Yp Topo-I inh – blocks Yersinia pestis topoisomerase I activity. Y. pestis Topo-I cleavage product accumulation, plate reader. 360,000 tested, 0.064% active. activity, % at 10 µM. AID 504884; in the data active = activity above about 50%, passing the limit was not always enough; note: inactives centre near 2
# TcdB GH inh – TcdB glycohydrolase inhibition | P18177 | TcdB glycohydrolase enzymatic assay, plate reader | inhibition, % at 9.99 µM | 350,000 tested, 0.24% active | AID 652162; in the data active = inhibition above about 10%
# Target sequence (P18177 whole entry, looked up): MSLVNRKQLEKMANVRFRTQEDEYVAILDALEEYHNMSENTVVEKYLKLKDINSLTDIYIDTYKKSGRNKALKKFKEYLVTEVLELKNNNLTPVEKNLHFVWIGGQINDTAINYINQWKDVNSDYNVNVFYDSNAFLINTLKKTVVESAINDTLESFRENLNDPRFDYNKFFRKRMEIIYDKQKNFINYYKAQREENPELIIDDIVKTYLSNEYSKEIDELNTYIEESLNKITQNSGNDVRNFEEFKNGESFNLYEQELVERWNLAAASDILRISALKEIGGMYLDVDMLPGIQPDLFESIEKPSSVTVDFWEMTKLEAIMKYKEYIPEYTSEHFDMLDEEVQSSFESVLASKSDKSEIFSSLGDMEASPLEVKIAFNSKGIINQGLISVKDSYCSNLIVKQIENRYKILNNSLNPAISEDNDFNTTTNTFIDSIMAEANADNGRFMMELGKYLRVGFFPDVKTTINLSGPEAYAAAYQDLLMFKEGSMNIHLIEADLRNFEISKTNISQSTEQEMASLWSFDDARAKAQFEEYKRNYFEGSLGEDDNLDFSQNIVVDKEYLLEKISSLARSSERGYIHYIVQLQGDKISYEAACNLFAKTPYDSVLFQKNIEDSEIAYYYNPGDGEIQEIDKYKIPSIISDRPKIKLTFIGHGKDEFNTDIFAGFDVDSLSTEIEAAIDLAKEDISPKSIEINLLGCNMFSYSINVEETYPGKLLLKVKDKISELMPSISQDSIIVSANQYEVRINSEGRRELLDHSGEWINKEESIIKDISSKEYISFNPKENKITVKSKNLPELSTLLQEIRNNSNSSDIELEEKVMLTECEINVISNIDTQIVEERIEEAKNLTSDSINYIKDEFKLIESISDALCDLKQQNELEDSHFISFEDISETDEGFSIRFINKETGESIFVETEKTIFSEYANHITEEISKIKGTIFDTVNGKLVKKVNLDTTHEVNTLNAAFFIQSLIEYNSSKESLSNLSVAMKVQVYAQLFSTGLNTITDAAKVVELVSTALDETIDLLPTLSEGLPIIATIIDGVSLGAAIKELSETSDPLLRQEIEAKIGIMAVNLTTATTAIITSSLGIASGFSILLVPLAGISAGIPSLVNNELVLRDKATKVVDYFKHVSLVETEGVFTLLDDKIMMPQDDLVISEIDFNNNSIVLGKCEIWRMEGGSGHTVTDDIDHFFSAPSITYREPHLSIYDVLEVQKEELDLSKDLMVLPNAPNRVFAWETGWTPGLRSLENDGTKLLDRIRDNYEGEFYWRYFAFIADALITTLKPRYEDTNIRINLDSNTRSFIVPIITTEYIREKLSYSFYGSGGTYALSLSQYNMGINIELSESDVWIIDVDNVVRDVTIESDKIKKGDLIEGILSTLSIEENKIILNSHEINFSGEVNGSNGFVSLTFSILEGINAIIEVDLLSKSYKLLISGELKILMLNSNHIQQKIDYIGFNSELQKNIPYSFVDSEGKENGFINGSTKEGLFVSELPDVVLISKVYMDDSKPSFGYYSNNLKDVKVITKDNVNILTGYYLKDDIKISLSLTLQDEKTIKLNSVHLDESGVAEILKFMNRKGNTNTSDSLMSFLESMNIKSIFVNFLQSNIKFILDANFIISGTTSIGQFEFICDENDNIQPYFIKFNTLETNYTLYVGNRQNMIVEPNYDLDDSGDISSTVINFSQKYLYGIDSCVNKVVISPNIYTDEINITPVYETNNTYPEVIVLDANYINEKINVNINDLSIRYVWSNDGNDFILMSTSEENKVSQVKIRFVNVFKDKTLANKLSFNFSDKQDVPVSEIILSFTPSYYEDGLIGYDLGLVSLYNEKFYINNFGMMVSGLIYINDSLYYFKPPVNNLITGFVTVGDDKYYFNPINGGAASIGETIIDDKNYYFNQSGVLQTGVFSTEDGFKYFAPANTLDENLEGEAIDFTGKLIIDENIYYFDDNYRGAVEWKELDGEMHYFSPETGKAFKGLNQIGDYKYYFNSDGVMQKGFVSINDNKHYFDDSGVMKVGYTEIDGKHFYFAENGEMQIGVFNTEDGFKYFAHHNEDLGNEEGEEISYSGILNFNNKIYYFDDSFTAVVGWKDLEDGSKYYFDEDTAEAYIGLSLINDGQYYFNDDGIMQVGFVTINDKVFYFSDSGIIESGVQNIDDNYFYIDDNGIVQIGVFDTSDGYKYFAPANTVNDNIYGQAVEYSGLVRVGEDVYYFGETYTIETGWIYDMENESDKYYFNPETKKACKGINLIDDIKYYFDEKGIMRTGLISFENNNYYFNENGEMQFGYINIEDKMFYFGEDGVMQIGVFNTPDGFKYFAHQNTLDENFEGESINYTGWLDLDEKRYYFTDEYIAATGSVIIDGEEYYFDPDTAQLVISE
# CCHFV vOTU inh – CCHFV vOTU protease inhibition | AID 651958 | 370,000 tested, 0.55% active | inhibition, % at 11.5 µM | Pep-AMC fluorescence; in the data active = inhibition above about 30%; note: 0% = vehicle wells with enzyme and 100% = no enzyme wells
# 3CLpro inhibitor – SARS-CoV 3CLpro protease inhibition. 290,000 tested, 0.14% active. inhibition, % at 6 µM. recombinant SARS-CoV 3CLpro, quenched FRET peptide cleavage; in the data active = inhibition above about 12%
# PriA SSB inh – K. pneumoniae PriA-SSBct interaction inhibition | AlphaScreen SSBct-PriA binding, biotinylated peptide | inhibition, % at 33 µM | 430,000 tested, 0.6% active; in the data active = inhibition mostly above about 37%, no sharp cut-off; inactive = mostly below about 20%;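 note: plate controls were negative control peptide for no effect and reference peptide for full effect; strong numbers were not always called active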
# PrPC TRFRET – reduces human prion protein on the cell surface. P04156. cell surface PrPC, TR-FRET read-out. inhibition, % at 13.8 µM. 370,000 tested, 0.43% active. AID 720596; in the data active = inhibition above about 24%; note: 0% = median of the test wells and 100% = reference compound wells
# BH1578 lux ind – quorum light induction in luxS cqsA deficient V. cholerae | AID 588436 | activation, % at 18.7 µM | V. cholerae BH1578 lux reporter, luminescence, 6 h | 350,000 tested, 0.16% active; in the data active = activation mostly above about 9.7%, no sharp cut-off; note: not every result past the cut was called active; inactives centre near 0; reference of the scale not given here
# * = called active by the depositor; i = inactive; · = no result given.
SMILES,VHR inh abs,Rv3671c inh,MazF activator,Yp Topo-I inh,TcdB GH inh,CCHFV vOTU inh,3CLpro inhibitor,PriA SSB inh,PrPC TRFRET,BH1578 lux ind
CCOC(=O)c1nn(-c2cccc(C)c2)cc1C(=O)c1ccccc1,-8,-7,2,67*,·,4,4,-6,4,i
COc1ccc(C(=O)Nc2ccc(C(=O)N3CCCCC3)cc2)cc1OC,17,10,0,7,-0.4,-1,-1,-4,-2,-0.3
CC(C)(C)OC(=O)[C@H](Cc1ccccc1)NC(=O)c1nc[nH]c1C(=O)NCc1ccccc1,18,-20,-2,32,0.5,19,3,-1,2,-0.2
CC(O)[C@H]1CNC(=S)N1CCc1cccc(F)c1 (stereo partly specified),19,-6,11,1,-0.3,-4,·,-8,-1,-0.3
CC(C)(C)C(=O)NCC12C=CC(O1)C1C(=O)N(c3ccccc3)C(=O)C12 (stereo unspecified),-5,4,18,-9,0.7,-18,-6,-4,-6,0.2
CCc1nc2ccc(C(=O)NCC3CCCCC3)cn2c1N(C)Cc1nccs1,·,·,·,20,-3.5,12,·,·,15,-5.0
CC(=O)Nc1ccc(NC(=O)CN(c2ccc(F)cc2)S(=O)(=O)c2ccc3c(c2)OCCO3)cc1,16,2,-15,-12,·,-11,-3,2,-1,-0.4
O=C(COC(=O)COc1ccccc1)NC1CCCC1,·,-4,0,1,0.8,10,·,-16,4,i
N#Cc1c(C(F)(F)F)cc(-c2cccs2)nc1SCC(=O)O,-5,-1,0,-10,0.4,5,6,-6,-3,i
Cc1c(C(N)=O)sc2nc(-c3ccccc3)cn12,14,-2,2,3,·,-4,-4,-2,3,0.8
COc1ccc(-c2ccc(/C=C3/C(=N)N4C=CSC4=NC3=O)o2)c([N+](=O)[O-])c1,4,-24,445*,-10,·,24,1,-13,0,-0.3
CCN1CCN(c2ccc(S(=O)(=O)N3CCCCC3)cc2NC(=O)c2ccc([N+](=O)[O-])s2)CC1,·,-1,6,-19,0.0,8,·,34,-22,-5.6
Cc1ccc(S(=O)(=O)N2[C@@H](c3ccc(C(C)(C)C)cc3)C(C(=O)O)=CC[C@H]2c2cccc(Cl)c2)cc1,·,-15,-24,11,1.3,38*,·,-1,0,i
CC[C@]12c3[nH]c4cc(-c5ccco5)ccc4c3CCN1C(=O)[C@@H](CC(=O)NCCN1CCOCC1)C[C@@H]2C(=O)N1CCN(C(=O)c2ccco2)CC1,·,·,7,33,0.0,-16,·,4,0,-0.4
Cc1ccccc1NC(=O)c1cccc(S(=O)(=O)Nc2cccc(C(=O)O)c2)c1,-6,8,5,-16,0.9,21,0,-5,3,-0.3
O=C(NCc1ccco1)c1cc2nc(-c3cccs3)cc(C(F)(F)F)n2n1,28,-6,6,24,·,-24,-5,-10,-39,i
CC(C)CCOc1ccc(C(=O)C[N+]2(C)CCOCC2)cc1,10,1,-4,1,·,11,-2,-7,-3,-0.9
CCOC(=O)c1csc(NC(=O)c2ccc(OC)c(OC)c2)n1,21,-2,0,6,0.1,-24,-1,4,0,-0.4
COc1cc(OC)c(S(=O)(=O)Nc2ccccc2C(=O)O)cc1S(=O)(=O)Nc1ccccc1C(=O)O,-2,2,2,3,-0.9,10,4,-3,6,-0.4
COc1ccc(N2C(=O)CC(N3CCN(c4ccc(S(C)(=O)=O)cc4)CC3)C2=O)cc1 (stereo unspecified),-4,-4,4,5,·,2,0,1,1,2.4
CC(Cc1ccccc1)[n+]1cc(/N=C(\[O-])Nc2ccccc2)on1 (stereo unspecified),19,-10,4,-2,·,7,6,·,2,-0.6
COc1ccc(-c2[nH]ncc2CN(C)Cc2cc(C)[nH]n2)c(F)c1,25,8,1,8,0.5,13,5,-4,-8,-0.2
COc1ccc(/C=C2\C(=O)NCC(=O)N2Cc2ccccc2)cc1,4,5,-1,2,·,16,3,0,5,i
Brc1ccc(CNCCCSc2ncccn2)cc1,13,4,3,2,0.3,-9,1,-6,-3,i
O=C(N1CCOCC1)N(Cc1cccs1)C1CCCC1,7,-6,8,6,·,14,-5,3,-2,0.5

# The list goes on.
SMILES,VHR inh abs,Rv3671c inh,MazF activator,Yp Topo-I inh,TcdB GH inh,CCHFV vOTU inh,3CLpro inhibitor,PriA SSB inh,PrPC TRFRET,BH1578 lux ind
O=c1c(/C=N/O)coc2ccc(Cl)cc12,12,0,-4,-7,-0.4,-1,4,i,5,1.6
CC(=O)Nc1ccc(S(=O)(=O)N(C)CC(=O)OCC(=O)N2CCN(C(=O)c3ccco3)CC2)cc1,·,-5,0,-3,0.6,11,·,-6,-2,-5.0
CCOC(=O)c1c(-c2ccc(C)o2)csc1NC(=O)CSc1nnc(C)s1,32,-11,-7,5,·,6,-1,-11,-1,i
COc1cccc(NC(=O)Cn2c(CCC(=O)O)ccc2-c2ccccc2)c1,16,6,-18,-2,-0.2,-2,5,-12,3,-0.5
COc1ccccc1-c1cc(C(F)(F)F)nc(S(=O)(=O)CCCC(=O)N2CCOCC2)n1,8,-9,5,-7,·,6,-1,-15,7,-0.9
O=C(CN1CCN(c2ccccc2F)CC1)NC(=O)NCc1ccccc1,4,-2,3,-6,2.6,8,4,-6,-1,-0.4
COc1cccc(C(=O)Oc2ccccc2/C=C\C(=O)c2cc3ccccc3o2)c1,3,·,-6,1,-0.6,14,-3,6,-11,i
CSc1ccc(CN(C)CC(=O)NCc2ccccc2)cc1,-1,13,-2,-6,1.0,3,5,1,-19,-0.5
OCc1ccccc1-c1ccc2nccn2c1,·,·,·,-1,0.3,-6,·,·,-9,i
O=C1NCCN(Cc2ccoc2)C1CC(=O)N(Cc1ccccc1)CC1CCC1 (stereo unspecified),-8,12,-1,14,1.1,-6,2,-3,4,-3.3
C=CCn1cn[nH]c1=S,9,0,12,5,0.3,4,3,5,-6,2.2
O=C(CN1C(=O)c2ccc([N+](=O)[O-])cc2C1=O)NCc1ccco1,13,2,3,-15,1.3,1,4,-3,-7,-0.9
CCOC(=O)c1sc2nc(CSc3ccccc3)[nH]c(=O)c2c1C,1,-4,0,11,0.0,-4,3,-2,4,i
Cc1c(Cl)ccc(S(=O)(=O)N2CCN(C)CC2)c1Cl,·,·,3,8,-0.2,-3,·,·,-1,i
COC(C(=O)N/N=C(\C)c1ccc(C(C)(C)C)cc1)c1ccccc1 (stereo unspecified),20,·,-1,22,-0.3,9,0,·,8,-0.6
O=C(CSc1cc(Cl)ccc1Cl)NCCN1C(=O)CSC1=O,·,-1,9,-5,2.2,2,·,-3,2,-0.8
Cc1ccc(/C=N\NC(=O)c2cc(OCC(F)(F)F)ccc2OCC(F)(F)F)cc1,10,-1,-15,7,·,11,-6,·,-5,i
Fc1ccc(CCNC(=S)Nc2ccc(F)cc2)cc1,22,-5,3,4,1.4,-9,3,-6,-1,-0.3
C[N+](C)(C)CC#CCN1CCCC1=O,·,-5,-1,-1,1.6,4,·,5,-6,-0.3
CC(C)(C)c1nc(SCC(=O)NCc2cccs2)c2ccccc2n1,4,-8,0,8,1.6,-3,2,-4,0,-0.6
CC1(C)CC(=O)C=C(Nc2cccc(C(F)(F)F)c2)C1,·,-1,-1,-11,3.0,-8,·,-3,-1,i
O=C(NCc1cccs1)c1ccccc1F,12,0,1,1,·,3,5,-11,2,-8.3
COc1nc(N)nc(N2CCOCC2)n1,4,3,2,-2,·,-3,4,-11,-3,-0.3
O=C(c1ccc(F)cc1)c1cc2ccc(O)cc2oc1=O,10,-4,-6,3,-1.7,-6,-1,-11,5,0.3
CCN(Cc1ccccc1)C(=O)CN1C(=O)NC2(CC(C)CC(C)(C)C2)C1=O (stereo unspecified),4,-7,3,16,-2.9,1,0,-5,7,-0.3

# Next records
SMILES,VHR inh abs,Rv3671c inh,MazF activator,Yp Topo-I inh,TcdB GH inh,CCHFV vOTU inh,3CLpro inhibitor,PriA SSB inh,PrPC TRFRET,BH1578 lux ind
COc1ccc(NC(=O)c2ccccc2)cc1,·,2,4,10,0.9,9,·,13,-1,-0.4
Cn1[nH]c(-c2ccccc2)c(/C=N/O)c1=O,17,1,11,3,2.2,-4,3,·,0,0.0
CCN(CC)CCn1c(=S)[nH]c2cc(C(=O)NCc3ccccc3)ccc2c1=O,·,·,-1,-2,1.4,10,·,·,-15,1.1
CC(=O)c1ccc(N2CCN(C(=O)/C=C/c3cccs3)CC2)cc1,29,-2,-5,1,0.2,4,0,-4,-5,-0.5
COc1cccc(-c2cnc(C(O)c3cccc(C)c3C)[nH]2)c1 (stereo unspecified),·,·,·,4,1.3,3,·,·,-3,-0.9
COc1ccc(CNS(=O)(=O)c2ccc(C3CNC(=O)C3)cc2)cc1 (stereo unspecified),-4,-1,-7,11,·,-8,-2,-18,-2,i
C[C@H]1CN(C2CCCCC2)C(=O)[C@@H]1CC(=O)Nc1ccc(Br)cc1,·,·,6,2,1.3,9,·,·,7,-0.5
NC(=O)CSc1nnnn1-c1ccc(OC(F)(F)F)cc1,-1,3,-1,0,·,0,3,-5,5,i
O=C(c1ccc(CS(=O)Cc2ccccc2Cl)o1)N1CCN(c2ccccc2)CC1 (stereo unspecified),·,·,-3,45,0.9,16,·,·,4,-5.0
CCOC(=O)Nc1ccc(C)cc1C,-4,3,2,6,·,7,0,-4,-1,0.4
C#CCOc1ccc(/C=C2\SC(=S)N(Cc3cccnc3)C2=O)cc1,2,0,-17,4,·,-19,4,19,-1,-0.2
COc1ccc(C(=O)CSc2nc(C)cc(=O)[nH]2)cc1C,14,-2,-2,-3,1.3,-15,-4,-4,3,-0.4
O=C(Nc1cccc(-c2cccc(F)c2)c1)C1CCN(Cc2ccc(CO)o2)CC1,-26,-14,6,-7,2.5,10,-1,9,-4,i

# An excerpt from above in order of length of the SMILES, descending.
SMILES,VHR inh abs,Rv3671c inh,MazF activator,Yp Topo-I inh,TcdB GH inh,CCHFV vOTU inh,3CLpro inhibitor,PriA SSB inh,PrPC TRFRET,BH1578 lux ind
CC(=O)Nc1ccc(S(=O)(=O)N(C)CC(=O)OCC(=O)N2CCN(C(=O)c3ccco3)CC2)cc1,·,-5,0,-3,0.6,11,·,-6,-2,-5.0
COc1ccc(N2C(=O)CC(N3CCN(c4ccc(S(C)(=O)=O)cc4)CC3)C2=O)cc1 (stereo unspecified),-4,-4,4,5,·,2,0,1,1,2.4
C[C@H]1CN(C2CCCCC2)C(=O)[C@@H]1CC(=O)Nc1ccc(Br)cc1,·,·,6,2,1.3,9,·,·,7,-0.5
O=C(NCc1ccco1)c1cc2nc(-c3cccs3)cc(C(F)(F)F)n2n1,28,-6,6,24,·,-24,-5,-10,-39,i
COc1ccc(-c2[nH]ncc2CN(C)Cc2cc(C)[nH]n2)c(F)c1,25,8,1,8,0.5,13,5,-4,-8,-0.2
COc1ccc(CNS(=O)(=O)c2ccc(C3CNC(=O)C3)cc2)cc1 (stereo unspecified),-4,-1,-7,11,·,-8,-2,-18,-2,i
C#CCOc1ccc(/C=C2\SC(=S)N(Cc3cccnc3)C2=O)cc1,2,0,-17,4,·,-19,4,19,-1,-0.2
O=C(CN1CCN(c2ccccc2F)CC1)NC(=O)NCc1ccccc1,4,-2,3,-6,2.6,8,4,-6,-1,-0.4
O=C(c1ccc(F)cc1)c1cc2ccc(O)cc2oc1=O,10,-4,-6,3,-1.7,-6,-1,-11,5,0.3
CSc1ccc(CN(C)CC(=O)NCc2ccccc2)cc1,-1,13,-2,-6,1.0,3,5,1,-19,-0.5
O=C(N1CCOCC1)N(Cc1cccs1)C1CCCC1,7,-6,8,6,·,14,-5,3,-2,0.5
O=C(NCc1cccs1)c1ccccc1F,12,0,1,1,·,3,5,-11,2,-8.3

# An excerpt; count on the stated rates, not on these rows.
